aSyn UTR inh: MLPCN primary screen, SNCA 5' untranslated region. AID 1813, 2009. alpha-synuclein 5'UTR reporter, inhibitor activity. 300,000 compounds, 0.82% hits. inhibition, % (tested at 7.5 µM); in the data active means inhibition above about 60%;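 further: H4 neuroglioblastoma cells stably carrying SNCA 5'UTR luciferase fusion; 0% = DMSO wells and 100% = positive control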
HSF1 inh: HSF1 inhibitors in luciferase reporter cells, primary screen, cell-based, NIH3T3, luminescence | NIH3T3-HGL HSE-luciferase, MG132-induced, luminescence 8 h; stronger effect = lower value | activity change, negative = inhibition, % at 7.5 µM (by protocol) | 300,000 compounds, 0.77% hits;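 active means more than half of replicate wells show activity change below -50%, luminescence cut by over half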;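 further: luciferase reports HSF-1 transcriptional activity via heat shock element; 0% = median of DMSO wells and -100% = zero luminescence signal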
HSF-1 act: HSF-1 activators, primary screen, NIH3T3-HGL cells, MG132 stress, luminescence, single point. NIH3T3-HGL HSF-1 luciferase reporter, 8 h; 100% = twice DMSO control signal. activation, % at 9 µM. 300,000 compounds, 1.7% hits. AID 504408, 2011;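 active means mean replicate activation of at least 50% with a set share of replicates each reaching 50%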;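 further: 0% = median of the neutral control wells and 100% = twice that signal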
GSK3A inh: blockers of GSK3A enzyme activity – biochemical, luminescence, cell-free homogeneous, HTS, primary screen. Glycogen synthase kinase-3 alpha (Homo sapiens), P49840. GSK-3 alpha kinase, ADP-Glo luminescence, 60 min. inhibition, % at 10 µM. 320,000 compounds, 0.1% hits. AID 2650, 2010;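 in the data active means inhibition above about 50%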;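 further: GST-tagged GSK-3 alpha with peptide substrate and 25 µM ATP; 0% = DMSO neutral wells and 100% = GW8510 positive control wells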
Target sequence (P49840 whole entry, looked up): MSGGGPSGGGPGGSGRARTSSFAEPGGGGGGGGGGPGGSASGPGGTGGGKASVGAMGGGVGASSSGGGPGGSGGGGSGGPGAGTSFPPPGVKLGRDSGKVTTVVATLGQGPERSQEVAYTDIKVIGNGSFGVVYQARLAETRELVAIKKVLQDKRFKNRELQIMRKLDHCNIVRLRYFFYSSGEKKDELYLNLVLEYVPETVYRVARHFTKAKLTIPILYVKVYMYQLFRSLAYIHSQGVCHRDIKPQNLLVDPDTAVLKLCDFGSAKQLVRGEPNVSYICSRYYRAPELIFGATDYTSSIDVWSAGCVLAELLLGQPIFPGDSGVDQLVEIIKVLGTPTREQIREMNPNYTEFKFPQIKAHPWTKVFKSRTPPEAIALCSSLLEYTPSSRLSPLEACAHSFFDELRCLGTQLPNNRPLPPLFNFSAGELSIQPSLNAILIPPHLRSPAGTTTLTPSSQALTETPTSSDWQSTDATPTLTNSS
IEC-6 tox: cytotoxicity in IEC-6 intestinal epithelial cells, primary screen, cytotoxicity control for KLF5 inhibitor project, cell-based, luminescence. inhibition, % at 5 µM. IEC-6 cytotoxicity, luminescence viability. 290,000 compounds, 0.78% hits; in the data active means inhibition above about 22%;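 further: 0% = plate median of test compound wells and 100% = cytotoxic reference compound wells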
Dyrk1A ADPGlo: rat Dyrk1A kinase inhibitors, primary screen, biochemical, single point, plate reader. Dual specificity tyrosine-phosphorylation-regulated kinase 1A (Rattus norvegicus), Q63470. AID 504441, 2011. 310,000 compounds, 0.43% hits. ADP-Glo luminescence, NFATc1 peptide. inhibition, % at 12.5 µM; in the data active means inhibition above about 50%;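 further: plate controls were vehicle with enzyme for no effect and no enzyme for full effect; many of its hits are not listed in these tables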
Platelet DG rel: inhibitors of platelet dense granule secretion, primary screen, cell-based, MLPCN, human platelets. 300,000 compounds, 0.22% hits. AID 1663, 2009. human platelet-rich plasma, SFLLRN dense granule ATP release, luminescence. inhibition, %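 (compounds screened at 7.5 µM in platelet-rich plasma)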;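 active means mean replicate score, as percent of positive control, at or above 50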
GSK3B inh: human GSK3beta kinase inhibitors, primary screen, biochemical, cell-free homogeneous, HTS. Glycogen synthase kinase-3 beta (Homo sapiens), P49841. activity score (negative = inhibition), % at 10 µM. GST-GSK3beta kinase, ADP-Glo luminescence, 60 min; stronger effect = lower value. AID 2097, 2009. 300,000 compounds, 0.038% hits;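 active means more than half of replicate wells score below -50%, meaning over 50% inhibition versus plate controls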;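 further: 0% = median DMSO wells and -100% = median GW8510 positive control wells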
Target sequence (P49841 whole entry, looked up): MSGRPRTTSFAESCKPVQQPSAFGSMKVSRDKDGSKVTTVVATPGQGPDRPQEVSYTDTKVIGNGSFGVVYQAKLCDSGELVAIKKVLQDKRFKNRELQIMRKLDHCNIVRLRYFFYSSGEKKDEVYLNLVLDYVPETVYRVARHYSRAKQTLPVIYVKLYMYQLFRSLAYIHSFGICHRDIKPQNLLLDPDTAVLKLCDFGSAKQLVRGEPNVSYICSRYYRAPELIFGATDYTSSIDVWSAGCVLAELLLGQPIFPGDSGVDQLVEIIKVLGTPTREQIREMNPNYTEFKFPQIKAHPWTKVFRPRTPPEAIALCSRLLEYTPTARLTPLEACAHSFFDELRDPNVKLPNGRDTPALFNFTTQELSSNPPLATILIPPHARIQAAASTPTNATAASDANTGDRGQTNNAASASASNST
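Assay system: GST-tagged human GSK3beta kinase, cell-free; Input: 1.6 ng GSK3beta; Medium: Tris/MgCl2 kinase buffer; Timing: 60 min enzyme reaction, room temperature; Signal: ADP-Glo luminescence quantifying ADP generated by kinase; Evaluation: score relative to plate controls; Benchmarks: DMSO neutral wells and GW8510 at 20 µM as positive.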
KLF5 inhibitor: KLF5 expression inhibitors, primary screen, DLD-1 cells, luminescence; DLD-1 KLF5 promoter-luciferase reporter; inhibition, % at 5 µM; 290,000 compounds, 0.23% hits;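 active means inhibition above a per-plate limit of that plate's mean compound inhibition plus 3 SD, cut at about 60% in these data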;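 further: 0% = DMSO wells and 100% = LY294002 at 200 µM; higher means less KLF5 promoter-driven luciferase light; inactives centre near -14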
HSP90 inh: HSP90 inhibitors, primary screen, cell lysate, luminescence | Heat shock protein HSP 90 (rabbit reticulocyte lysate; luciferase refolding) | Rabbit reticulocyte lysate, luciferase refolding luminescence, 3 h | inhibition, % at 5.6 µM | 290,000 compounds, 0.91% hits;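 active means inhibition above the screen-wide mean plus 3 SD, computed separately per campaign, cut at about 16% in these data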;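 further: 0% = DMSO wells and 100% = 60 µM geldanamycin wells; inhibitors lower the luminescence because luciferase stays unfolded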
* = called active by the depositor; nt = no result given.

SMILES	aSyn UTR inh	HSF1 inh	HSF-1 act	GSK3A inh	IEC-6 tox	Dyrk1A ADPGlo	Platelet DG rel	GSK3B inh	KLF5 inhibitor	HSP90 inh
CCc1cccc(C)c1NC(=O)CSc1nc2ccncc2[nH]1	-6	-4	3	0	-1	-5	0	0	-14	3
O=C(NCc1ccc(Cl)cc1)c1cccc(NC(=O)c2ccccc2)c1	17	17	27	-4	-9	-9	5	0	7	-1
O=C(COc1ccccc1)Nc1cccc(-c2nnc(-c3ccccc3)o2)c1	-64	19	36	3	nt	-1	5	1	nt	nt
CC(=O)N/N=C(/C)c1ccc(NC(=O)c2csc(C)c2C)cc1	-113	43	71*	-1	3	1	-3	0	-151	1
COc1ccc(CCNC(=O)C2CCN(C(=O)c3ccc(F)cc3)CC2)cc1OC	6	-1	0	-1	-8	nt	3	1	-40	0
CN(C)c1ccc(/C=N/NC(=O)c2ccc3c(c2)OCCO3)cc1	-47	-55*	-58	0	-5	4	7	0	-50	-3
CC(=O)N1CCN(c2ccc(Oc3ccc([N+](=O)[O-])c(C(F)(F)F)c3)cc2)CC1	10	-8	-2	1	15	-1	9	-4	10	2
CCOC(=O)C1CCN(CC(C)(C)NS(=O)(=O)c2ccccc2)CC1	-3	2	3	-3	3	-5	8	-5	-5	-2
Cc1cccc(Nc2nnc(SCC(=O)NCc3cccs3)s2)c1	-21	-4	-12	12	-3	nt	-5	-2	-8	-4
CC(C)C1N(S(=O)(=O)c2ccccc2)CCN1S(=O)(=O)c1ccccc1	13	-2	-6	-2	7	-1	15	2	-35	-1
COc1cc(CNCCSc2nnnn2C)cc(Br)c1OCc1ccccc1	22	7	4	-1	-2	-3	2	1	-11	0
COC(=O)c1ccc(C(=O)OC)c(NC(=O)CSCC(=O)O)c1	-14	14	30	-1	-1	-30	3	0	-18	0
COc1ccccc1CNC(=O)CCc1cn(C)c2ccccc12	14	2	0	-3	1	-2	-7	0	-10	-4
O=C(CNC(=O)c1ccco1)N/N=C/c1cccs1	9	-3	0	-2	-4	3	-5	-2	9	2
Cc1ccc(/C=N\Nc2cn[nH]c(=O)c2Cl)cc1	-7	13	26	7	8	-3	1	1	-74	-3
O=C(Nc1cccc(NC(=O)c2cccnc2)c1)c1cccnc1	-8	-7	2	0	-1	-3	-6	-3	-29	2
O=C(CCc1nc(-c2ccccc2)no1)NC1CCCCC1	-14	-15	-29	4	-3	8	-1	3	-55	3
CCn1cc(C(=O)N(C)c2cc(C)ccc2OC)c2cc(OC)c(OC)cc2c1=O	-3	6	20	2	0	-1	-7	3	-15	3
O=C(CCCn1c(=S)[nH]c2ccccc2c1=O)NCCSCc1ccccc1	6	-6	-16	-4	-2	2	5	0	-29	0
CC1(c2ccccc2)NC(=O)N(CC(=O)Nc2nc(-c3ccccn3)cs2)C1=O (centres undefined)	54	-2	12	-2	nt	1	0	2	nt	nt
Cc1ccc(C)c2nc3sc(C(=O)N4CCOCC4)c(N)c3cc12	-129	-2	-16	-1	-3	17	-1	1	-13	3
O=C(c1ccc(F)cc1F)N1CCCc2ccccc21	19	-4	0	-1	3	2	6	-1	11	-2
COc1ccc(C(=O)NCc2nnc(SCC(=O)N3CCCCC3)o2)cc1	4	7	28	1	5	1	0	1	-8	-2
NC(CC(=O)O)c1ccc(Br)cc1 (centres undefined)	14	0	-18	1	0	0	0	1	-13	0
COCCOC(=O)C1=C(C)NC(=O)NC1c1cccc2ccccc12 (centres undefined)	11	-4	13	19	-6	nt	-11	-3	-32	-4
Cn1c(=O)[nH]c(NCCc2ccc(O)cc2)c([N+](=O)[O-])c1=O	10	-4	4	5	nt	3	4	-3	nt	nt
COc1ccc(N2C(=O)C(F)(F)C2c2ccccc2F)cc1 (centres undefined)	-16	2	-9	nt	-3	-1	2	1	-5	0
Cc1nn(-c2cccc(Cl)c2)nc1C(=O)O	6	4	8	-1	-7	19	1	1	-10	1
CC1CN(S(=O)(=O)c2ccc(C(=O)Nc3ccc(S(=O)(=O)N4CCOCC4)cc3)cc2)CC(C)O1 (centres undefined)	25	-5	6	0	8	0	-3	0	-25	-1
CC(=O)Nc1ccc(S(=O)(=O)NC2(C(F)(F)F)C(=O)Nc3c2c(=O)[nH]c(=O)n3Cc2ccco2)cc1 (centres undefined)	-12	-10	0	1	-2	-7	0	2	-12	0
Cc1nc2ccc(NC(=O)N(C)c3ccccc3)cc2s1	-119	-13	-22	1	2	-1	-6	1	-35	2
Cc1ccc2nsnc2c1S(=O)(=O)N(Cc1cc2cccc(C)c2[nH]c1=O)CC1CCCO1 (centres undefined)	-18	3	-17	-3	2	2	12	-10	-30	1
Cc1ccc(C(=O)N/C(=C\c2ccc(-c3ccccc3[N+](=O)[O-])o2)C(=O)NCCCN2CCOCC2)cc1	71*	20	58*	nt	12	8	11	2	-28	9
O=C(Nc1ccccc1N1CCCCC1)c1ccc(F)c(S(=O)(=O)N2CCOCC2)c1	-3	-5	-4	0	nt	3	-5	2	nt	nt
CCOc1ccc(CCNC(=O)COC(=O)c2ccc(S(=O)(=O)N3CCCC3)cc2)cc1OCC	13	-5	-5	-1	nt	-10	2	2	nt	nt
Cc1ccc(Cl)cc1NC(=O)CNC(=O)N1CC(=O)Nc2ccccc21	1	-7	-3	-8	5	-5	-6	0	-31	0
CCOc1ccccc1NC(=O)Nc1cnccn1	33	9	5	-3	0	5	10	1	-15	-2
COc1cc(OC)cc(C(=O)Nc2cccc(NC(C)=O)c2)c1	7	-6	3	-5	4	3	4	2	-5	-1
O=C(OCCOCCN=C1NS(=O)(=O)c2ccccc21)c1ccncc1	-4	-8	-7	1	-2	-2	-5	2	1	0
COc1cccc(CCNC(=O)C2CCCN(c3ncnc4c3nc3n4CCCCC3)C2)c1OC (centres undefined)	11	-1	-1	-1	-5	0	-2	5	-29	-5
CCOC(=O)c1cnc2nc(C)nn2c1N	7	-3	1	1	0	nt	-3	3	-2	-4
O=C(Cc1ccc(-n2c(=O)[nH]c3ccccc3c2=O)cc1)N1CCN(c2ccccc2)CC1	26	1	1	4	7	1	4	0	-17	1
O=C(O)Cc1sc(Nc2ccc(F)cc2)nc1-c1cccs1	-132	0	41	-1	6	15	0	0	-47	4
O=C(CCc1nc2ccccc2[nH]c1=O)OCc1ccc(S(=O)(=O)N2CCOCC2)cc1	13	-6	9	-1	0	-1	-1	0	-23	-1
COc1cccc(N2CCN(c3cnc4ccccc4n3)CC2)c1	-116	nt	nt	1	-5	4	0	2	-83	-1
NS(=O)(=O)c1cccnc1Nc1c(Cl)cccc1Cl	18	0	4	2	-7	1	3	1	-13	2
COc1cc(OC)cc(C(=O)NCCOc2ccccc2)c1	-121	9	44	1	1	6	-4	0	-85	-4
O=C(NCc1ccco1)C1CC(=O)N(CCc2ccccc2)C1 (centres undefined)	10	-22	-35	-2	6	4	1	1	-2	4
COc1ccc(/C=C/C(=O)NCc2cn(C)nc2C)cc1COc1ccc(Cl)cc1Br	32	-3	-7	-2	0	1	-1	-5	-10	-1
Cc1cc(/C=N/NC(=O)C(=O)NCc2ccccn2)c(C)n1-c1cccc(Br)c1	16	-4	10	2	-2	-2	-1	0	13	0

Whole records, looked up by structure. Order of screens: aSyn UTR inh | HSF1 inh | HSF-1 act | GSK3A inh | IEC-6 tox | Dyrk1A ADPGlo | Platelet DG rel | GSK3B inh | KLF5 inhibitor | HSP90 inh
NS(=O)(=O)c1cccnc1Nc1c(Cl)cccc1Cl is listed with 18 | 0 | 4 | 2 | -7 | 1 | 3 | 1 | -13 | 2
COc1cccc(N2CCN(c3cnc4ccccc4n3)CC2)c1 is listed with -116 | nt | nt | 1 | -5 | 4 | 0 | 2 | -83 | -1

Continuation:
SMILES	aSyn UTR inh	HSF1 inh	HSF-1 act	GSK3A inh	IEC-6 tox	Dyrk1A ADPGlo	Platelet DG rel	GSK3B inh	KLF5 inhibitor	HSP90 inh
COc1ccc(CCNC(=O)c2n[nH]c(=O)c3ccccc23)cc1	3	10	15	-3	1	-12	7	-2	-8	2
COc1cccc(CNC(=O)CCC2CCCN(C(=O)c3cc4ccccc4o3)C2)c1 (centres undefined)	-78	33	48	-3	-1	0	8	3	-103	-5
Nc1ncnc2c1cnn2C1CCCCC1	9	-10	2	-1	4	-5	23	3	-22	0
C=CCn1c(CCc2ccccc2)nnc1SCC(=O)OC	-12	-5	-3	0	2	11	-1	0	-14	2
Cc1cc(C)cc(N(CC(=O)N2CCCC2)S(C)(=O)=O)c1	-2	-11	-26	-1	0	-3	3	1	2	-2
Cc1ccc2cc(C#N)c(SCC(=O)NCc3ccco3)nc2c1	-31	-1	3	-1	2	1	1	1	-92	-1
O=C(Nc1ccccc1N1CCCC1)c1ccc(Cl)c(S(=O)(=O)N2CCOCC2)c1	3	-2	-20	0	nt	-2	0	-2	nt	nt

Screening data from PubChem BioAssay.

A portion of the library; count on the stated rates, not on these rows.
